PfG6PD inh: PfG6PD enzyme inhibitors, primary screen, biochemical, fluorescence intensity, uHTS. glucose-6-phosphate dehydrogenase-6-phosphogluconolactonase (Plasmodium falciparum 3D7). PfGluPho enzyme, NADPH resazurin-diaphorase fluorescence. inhibition, % at 20 µM. 0.78% of 350,000 active. AID 504690, 2011;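 active = inhibition reaching at least a set limit at 20 µM in the primary screen, cut at about 59% in these data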;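 note: 0% = DMSO wells with substrate and 100% = DMSO wells lacking glucose-6-phosphate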
ATG4B inhibitor: ATG4B protease inhibitors, primary screen, biochemical, fluorescence, uHTS | Cysteine protease ATG4B (Homo sapiens), Q9Y4P1 | ATG4B cleavage of LC3-PLA2, NBD-HPC fluorescence, 1 h | inhibition, % at 8.33 µM | 0.51% of 340,000 active | AID 504462, 2011; in the data active = inhibition above about 40%
NR3A LBD binder: binders of NR3A ligand-binding domain, primary screen, biophysical, differential scanning fluorimetry, uHTS; NR3A LBD differential scanning fluorimetry, Tm shift; 0% = protein alone, 100% = glycine-bound protein; Glutamate receptor ionotropic, NMDA 3A (GRIN3A) ligand-binding domain; 2.5% of 340,000 active; Tm shift relative to glycine control, % at 25 µM;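 active = melting temperature shift of at least 10% of the positive control shift, at one fixed dose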
SENP1 inh: human SENP1 catalytic domain inhibitors, primary screen, biochemical, FRET, uHTS | inhibition, % at 10 µM | recombinant SENP1 catalytic domain, CyPet-SUMO1-YPet FRET cleavage | 0.21% of 360,000 active | Sentrin-specific protease 1 (Homo sapiens), Q9P0U3;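 active = inhibition at least 30% at 10 µM, raw YFP signal under a set limit, fluorescence ratio 0.5 to 1.5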;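 note: 0% = enzyme with DMSO and 100% = no enzyme wells; some results filed as inactive read as strong as hits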
Target sequence (Q9P0U3 419-644 limits assumed): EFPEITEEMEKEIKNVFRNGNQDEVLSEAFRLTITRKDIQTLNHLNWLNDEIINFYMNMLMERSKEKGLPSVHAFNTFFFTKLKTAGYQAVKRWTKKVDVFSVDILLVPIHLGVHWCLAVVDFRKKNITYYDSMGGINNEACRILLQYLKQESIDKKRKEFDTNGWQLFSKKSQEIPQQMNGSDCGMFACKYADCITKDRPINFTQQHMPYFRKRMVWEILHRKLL
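Controls: no-enzyme wells low, DMSO-plus-enzyme wells high control. Test system: human recombinant His6-tagged SENP1 catalytic domain enzyme. Reagent: SFCypet-SUMO1-SFYpet FRET protein substrate, 25 nM final. Doses: one dose per compound, 10 µM, 0.5% DMSO. Detection: FRET, CFP and YFP emission. Timing: 50 min reaction at room temperature.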
SENP8 inh: human SENP8 protease inhibitors, primary screen, biochemical, fluorescence, Nedd8 protein substrate, uHTS | Sentrin-specific protease 8 (Homo sapiens), Q96LD8 | recombinant SENP8 | inhibition, % at 20 µM | 0.64% of 360,000 active; in the data active = inhibition mostly above about 40%, no sharp cut-off; inactive = mostly below about 27%
Target sequence (Q96LD8 whole entry, looked up): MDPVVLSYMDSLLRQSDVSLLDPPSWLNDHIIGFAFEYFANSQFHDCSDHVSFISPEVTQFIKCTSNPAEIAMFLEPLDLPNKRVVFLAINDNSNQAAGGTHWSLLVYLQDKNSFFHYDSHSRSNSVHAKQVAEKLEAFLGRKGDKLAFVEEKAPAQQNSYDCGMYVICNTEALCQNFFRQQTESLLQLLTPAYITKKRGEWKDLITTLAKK
MPTP inh: mitochondrial permeability transition pore inhibitors, primary screen, biochemical, isolated mouse mitochondria, absorbance | 1.4% of 360,000 active | AID 602449, 2012 | inhibition, % at 10 µM | Ca2+ swelling absorbance, 30 min;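 active = inhibition of 50% or more, scaled per plate between neutral and stimulator controls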;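 note: 0% = DMSO wells given calcium and 100% = 1 mM EGTA wells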
SENP6 inh: SENP6 protease inhibitors, primary screen, biochemical, luminescence, uHTS; Sentrin-specific protease 6 (Homo sapiens), Q9GZR1; Recombinant SENP6 catalytic domain, aminoluciferin luminescence; inhibition, % at 10 µM; 1.8% of 330,000 active; AID 2599, 2010;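 active = inhibition above about 50% at the single tested dose, limit read from the data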;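 note: plate controls were DMSO wells with enzyme for no effect and DMSO wells lacking enzyme for full effect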
hIAP activ: human IAP activators, primary screen, biochemical, luminescence, uHTS; Intestinal-type alkaline phosphatase (Homo sapiens), P09923; purified human IAP, CDP-Star luminescence, 30 min; hits give high values; 1 = vehicle-only enzyme, 0 = enzyme-free background; activation factor at 10 µM; 0.16% of 330,000 active;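 active = activation factor of the enzyme at least 2-fold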; note: the source names both 10 and 20 µM as test concentration; values of inactives mirror those of a sister screen read the other way
Target sequence (P09923 whole entry, looked up): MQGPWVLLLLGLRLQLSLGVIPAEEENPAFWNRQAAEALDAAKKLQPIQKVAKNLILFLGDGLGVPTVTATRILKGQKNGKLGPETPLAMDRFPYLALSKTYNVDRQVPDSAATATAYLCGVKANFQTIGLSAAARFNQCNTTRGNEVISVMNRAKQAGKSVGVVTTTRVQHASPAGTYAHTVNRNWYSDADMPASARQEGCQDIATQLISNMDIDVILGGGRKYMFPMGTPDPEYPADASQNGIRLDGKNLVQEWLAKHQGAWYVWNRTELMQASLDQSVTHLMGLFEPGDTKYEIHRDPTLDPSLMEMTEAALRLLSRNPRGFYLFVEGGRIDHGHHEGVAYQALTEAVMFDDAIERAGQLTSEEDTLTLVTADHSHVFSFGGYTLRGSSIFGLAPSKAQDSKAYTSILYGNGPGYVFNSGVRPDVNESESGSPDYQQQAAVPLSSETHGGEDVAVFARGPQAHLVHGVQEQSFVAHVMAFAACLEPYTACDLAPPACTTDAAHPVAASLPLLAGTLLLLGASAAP
* marks the source's active call; other numbers are inactive results; nt = no result given. Rows were taken by chance (roughly 6.7% active in at least one column).

SMILES | PfG6PD inh | ATG4B inhibitor | NR3A LBD binder | SENP1 inh | SENP8 inh | MPTP inh | SENP6 inh | hIAP activ
O=C(Nc1ccc(F)c(Cl)c1)c1ccc2c(c1)OCO2 | 49 | 1 | -2 | 3 | 5 | -0.4 | 88* | 1.1
Cc1ccccc1Cn1c(=O)n(-c2ccccc2)c(=O)c2ccc(C(=O)NCc3ccco3)cc21 | nt | nt | nt | 2 | -24 | 1.0 | -3 | 0.88
C=CCNC(=O)COC(=O)c1cc(S(=O)(=O)N2CCCCC2)ccc1Cl | 7 | -5 | 2 | 1 | 23 | 2.7 | 14 | 0.95
Cc1cccc(C)c1NC(=O)COC(=O)CNC(=O)C1CCCCC1 | -9 | -8 | -1 | 1 | -1 | -2.8 | -4 | 0.89
CC(=O)Nc1ccc(S(=O)(=O)Oc2ccc(C(=S)N3CCC(O)CC3)cc2)cc1 | -11 | 8 | -2 | 0 | 8 | 41 | -8 | 0.95
CN(C(=O)CCc1nc2ccccc2c(=O)[nH]1)C1CCS(=O)(=O)C1 (configuration not stated) | 0 | 6 | 0 | -1 | 9 | 0.4 | -8 | 1.2
COc1ccc(N2C(=O)CSC2c2ccncc2)cc1 (configuration not stated) | 2 | -12 | 4 | -1 | 19 | 2.4 | -6 | 0.91
COCCCn1c(SCCc2ccccc2)nc2cc(OC)c(OC)cc2c1=N | 39 | -18 | -20 | 2 | -82 | -4.1 | -6 | 1.1
O=C(NC1CCCCC1)N1CCC(n2c(=O)[nH]c3ccccc32)CC1 | -11 | 5 | -17 | 1 | 16 | -1.7 | -6 | 1
COc1cc(/C=C/C(=O)Nc2ccc(S(=O)(=O)Nc3onc(C)c3C)cc2)cc(OC)c1OC | -18 | -9 | -4 | 3 | -48 | -0.9 | nt | nt
CCN(Cc1ccccc1)S(=O)(=O)c1cc2c3c(c1)CCN3C(=O)CC2 | -32 | 3 | 0 | 2 | 17 | 3.4 | -4 | 0.85
COc1ccc(COCC(O)CN(Cc2ccccc2)C(C)C)cc1OC (configuration not stated) | -21 | -2 | 3 | 1 | 12 | 3.0 | -3 | 1
CCCNS(=O)(=O)c1ccc(CCC(=O)N2CCCC2)cc1 | -7 | 2 | 0 | 2 | 5 | -0.9 | -2 | 0.91
O=c1[nH]c(CN2CCN(C/C=C/c3ccccc3)CC2)nc2ccccc12 | 6 | -13 | -1 | 0 | -20 | 0.5 | -7 | 1.2
Cc1ccc2[nH]c(CN3CCC(CO)(CC4CCCCO4)CC3)c(C)c2c1 (configuration not stated) | -5 | -2 | -2 | -2 | -9 | 7.5 | -17 | 0.87
COc1ccc(NC(=O)COC(=O)c2ccc(S(=O)(=O)N3CCCC3)cc2)cc1OC | -5 | 4 | 0 | 0 | 0 | 5.2 | -18 | 1
Cc1cc(C(=O)N/N=C/c2ccc(-c3cccc([N+](=O)[O-])c3)o2)n[nH]1 | 3 | 6 | 3 | 9 | 28 | -1.7 | -4 | 1.4
N#Cc1cccc(-n2nnnc2-c2ccccn2)c1 | 4 | -9 | -7 | -1 | 10 | 0.1 | -8 | 0.96
Cc1ccc(Cc2c(-c3ccc(Cl)cc3)nc3cc(C)ccn23)cc1 | 96* | nt | nt | 1 | -343 | -1.5 | nt | nt
O=C(NNC(=O)C1CC(c2cccnc2)=NO1)Nc1cccc(F)c1 (configuration not stated) | -19 | 13 | 4 | 0 | 17 | 1.0 | -4 | 1
O=C(CSc1ccc([N+](=O)[O-])cc1)NCC1CCCCC1 | 19 | 2 | 2 | 2 | 10 | -0.8 | -2 | 1.1
Cc1ccc(OCc2nnc(SCC(=O)C(C)(C)C)n2Cc2ccco2)cc1 | 17 | 4 | -7 | -3 | 14 | -1.9 | -15 | 1
CCOc1ccc2nc(NC(=O)CN3CCN(c4ccccn4)CC3)sc2c1 | 5 | -11 | -2 | nt | nt | nt | -11 | 1
Cc1ccc(S(=O)(=O)CCC#N)cc1 | 8 | -7 | -2 | 3 | 16 | -0.7 | -19 | 1.1
Cc1ccc(N2C(=O)N(CC(=O)Nc3c(C)cc(C)cc3Cl)C(=O)C2C)cc1 (configuration not stated) | 0 | -5 | 2 | 2 | 1 | 0.7 | -17 | 1.1

4 entries already listed, sorted by the number in NR3A LBD binder, ascending.
| smiles | NR3A LBD binder |
| --- | --- |
| Cc1ccc(OCc2nnc(SCC(=O)C(C)(C)C)n2Cc2ccco2)cc1 | -7 |
| Cc1cccc(C)c1NC(=O)COC(=O)CNC(=O)C1CCCCC1 | -1 |
| Cc1ccc(N2C(=O)N(CC(=O)Nc3c(C)cc(C)cc3Cl)C(=O)C2C)cc1 (configuration not stated) | 2 |
| O=C(NNC(=O)C1CC(c2cccnc2)=NO1)Nc1cccc(F)c1 (configuration not stated) | 4 |

One compound at a time, from the list above. Screens in order: PfG6PD inh, ATG4B inhibitor, NR3A LBD binder, SENP1 inh, SENP8 inh, MPTP inh, SENP6 inh, hIAP activ
Results for CCCNS(=O)(=O)c1ccc(CCC(=O)N2CCCC2)cc1 : -7, 2, 0, 2, 5, -0.9, -2, 0.91
Results for COc1cc(/C=C/C(=O)Nc2ccc(S(=O)(=O)Nc3onc(C)c3C)cc2)cc(OC)c1OC : -18, -9, -4, 3, -48, -0.9, nt, nt
Results for Cc1ccc(N2C(=O)N(CC(=O)Nc3c(C)cc(C)cc3Cl)C(=O)C2C)cc1 (configuration not stated) : 0, -5, 2, 2, 1, 0.7, -17, 1.1
Results for Cc1ccc(OCc2nnc(SCC(=O)C(C)(C)C)n2Cc2ccco2)cc1 : 17, 4, -7, -3, 14, -1.9, -15, 1

Next section
SMILES | PfG6PD inh | ATG4B inhibitor | NR3A LBD binder | SENP1 inh | SENP8 inh | MPTP inh | SENP6 inh | hIAP activ
CN(C(=O)c1cccc(NC(=O)Cc2ccc(NC(=O)C3CCCN(C(=O)C4CC4)C3)cc2)c1)C1CCC1 (configuration not stated) | 5 | -10 | -1 | 3 | 3 | -0.4 | nt | nt
Cc1cc2ccccc2c(=O)n1CC(=O)NCC(=O)N1CCN(c2cccc(Cl)c2)CC1 | 3 | -9 | -2 | -1 | -42 | 4.7 | -5 | 0.86
Cc1nc2c(C(=O)NCc3ccc4c(c3)OCO4)c[nH]n2c(=O)c1Cc1ccccc1F | -32 | 34 | -3 | -3 | -216 | 12 | -1 | 1.1
CC(=O)Nc1ccc(NC(=O)C(=O)NCC(c2ccco2)N2CCc3ccccc3C2)cc1 (configuration not stated) | 10 | -6 | -1 | -6 | -1 | -1.2 | 3 | 0.96
COc1cccc(Cn2nnc(C(=O)NCCc3ccc(Cl)cc3)c2N)c1 | 5 | 0 | 3 | 0 | 9 | -0.1 | -18 | 1
CCOC(=O)c1cccc(NC(=O)CSc2nnc(-c3ccncc3)n2CCCOC)c1 | -1 | -1 | -2 | 0 | -1 | 0.2 | -20 | 1
O=C(CSc1ccc(-c2ccccc2)nn1)N1CCN(c2ccccc2)CC1 | -2 | -3 | 1 | 4 | 12 | -0.7 | 5 | 0.87
C/C(=N\NC(=O)C(N)=O)c1ccc(NC(=O)c2cccs2)cc1 | -7 | 7 | -6 | 0 | -4 | -1.3 | -6 | 0.96
COc1cc(OC)c(OC)cc1/C=C1\SC(N2CCCCC2)=NC1=O | 15 | -10 | 1 | -26 | -89 | 0.1 | 12 | 0.96
CC1CCC2(CC1)NC(=O)N(CC(=O)Nc1ccc3[nH]c(=O)[nH]c3c1)C2=O (configuration not stated) | -2 | -1 | 19* | -1 | 4 | -1.3 | -1 | 0.96
Cc1cc(C)c2c(CC(=O)N3CCCC3)coc2c1 | -11 | 8 | -2 | -2 | 1 | 0.3 | 10 | 0.79
CCc1nn2c(=O)cc(CSc3nc(C)cc(=O)[nH]3)nc2s1 | 6 | -5 | 1 | 3 | 19 | 0.6 | 5 | 0.9
CCC1Sc2ccccc2N(CC(=O)NC2CCCC2)C1=O (configuration not stated) | -15 | -2 | 1 | 0 | 7 | 0.4 | -12 | 0.92
COc1ccccc1NC(=O)CSc1n[nH]c(-c2ccco2)n1 | -19 | 13 | 1 | 1 | -2 | -1.3 | nt | nt
CCOc1ccc(NC(=O)CSc2ncn[nH]2)c([N+](=O)[O-])c1 | -17 | 3 | -4 | 2 | 32 | 0.9 | 0 | 1.2
COc1ccc(CCN(C)C(=O)COc2cccc(-n3cnnn3)c2)cc1OC | -3 | -8 | 1 | 0 | -2 | -0.4 | -6 | 1.1
Cc1c(NC(=O)C23CC4CC(CC(Br)(C4)C2)C3)c(=O)n(-c2ccccc2)n1C | 15 | -1 | -1 | 2 | 8 | 0.1 | 12 | 1.1
CCC(=O)c1ccc(OCC(O)Cn2c(C)nc3ccccc32)cc1 (configuration not stated) | -3 | -13 | 1 | 1 | 30 | 36 | -6 | 1
Cc1cc(NC(=O)CSc2nc3ccccc3[nH]2)n(-c2ccccc2)n1 | 18 | -12 | 0 | 4 | 23 | 1.3 | -15 | 1
Fc1ccccc1CSCc1nc2ccccc2[nH]1 | 6 | -1 | 0 | 0 | 2 | 4.4 | 18 | 1.1
CCOc1ccc(C2NC(=O)C(C#N)=C(S)N2c2ccc(C)cc2)cc1OC (configuration not stated) | 7 | 9 | -1 | -6 | -12 | -0.5 | 6 | 2*
CN(C)S(=O)(=O)c1ccc(Cl)c(NC(=O)COC(=O)CCC(=O)c2cccs2)c1 | -4 | -8 | 0 | 8 | 14 | 1.3 | -23 | 1.1
O=C(CN1CCCCC1)N/N=C/c1ccc(Cl)cc1 | -13 | 0 | -2 | 2 | 3 | 1.1 | -1 | 0.9
Fc1ccc(CN2CCN(c3ncccn3)CC2)cc1 | 4 | -2 | -1 | 2 | 5 | -0.8 | -19 | 1.2
O=C(CSc1nnc(-c2ccco2)n1Cc1ccco1)Nc1ccccc1 | -6 | -1 | -1 | 1 | 16 | -0.6 | 1 | 1.2
SMILES | PfG6PD inh | ATG4B inhibitor | NR3A LBD binder | SENP1 inh | SENP8 inh | MPTP inh | SENP6 inh | hIAP activ
Cc1cc2c(c(=O)o1)C(c1cccs1)C(C#N)=C(N)O2 (configuration not stated) | 1 | 2 | 1 | -11 | 8 | -0.7 | -2 | 0.91
Cc1ccc(NNc2c(C)nc3ccccc3nc2=O)cc1 | 10 | 11 | -3 | -30 | 20 | 0.0 | -14 | 0.87
O=C(N/N=C/c1cccc(O)c1)c1cc2c(ccc3ccccc32)o1 | 5 | -3 | 25* | -1 | -282 | -0.8 | -7 | 1
CN1CCN(C(=O)Nc2ccccc2)CC1 | 11 | -9 | -3 | 1 | 8 | 0.8 | -8 | 0.97
CN(CCOc1ccccc1)C(=O)c1cc(S(=O)(=O)N2CCOCC2)ccc1Cl | -3 | -6 | -1 | -2 | 12 | -0.3 | -11 | 1.2
Cc1cc(C(=O)C(C)OC(=O)c2ccc(NC(=O)CC#N)cc2)c(C)n1-c1ccccc1 (configuration not stated) | -1 | -10 | 2 | -20 | -16 | 0.0 | 7 | 1
Cc1cc(SC2CCOC2=O)nc2ccccc12 (configuration not stated) | 0 | -11 | -1 | 2 | 8 | 0.0 | -20 | 1
Cc1cccc(/C=C/c2onc(C)c2S(=O)(=O)N2CCC(C(=O)N3CCCCC3)CC2)c1 | 6 | 30 | 1 | 0 | -18 | -0.7 | -4 | 1.2
Cc1cc(C)cc(NS(=O)(=O)c2ccc(NC(=S)NC(=O)c3cccs3)cc2)c1 | 4 | 37 | 24* | -11 | 1 | 2.7 | -20 | 0.95
NC(N)=NC(N)=Nc1cccc2ccccc12 | -3 | -1 | 0 | -10 | 12 | 0.4 | 61* | 0.98
